ERp5 block = inhibitors of ERp5-driven insulin aggregation, primary screen, biochemical, turbidity, absorbance 650 nm, single point; 350,000 compounds, 0.05% hits; inhibition, % at 9.99 µM; 90 min; Protein disulfide-isomerase A6 (Homo sapiens), Q15084;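 active = mean replicate inhibition above about 25%, with every replicate also reaching it, limit read from the data, passing the limit was not always enough; inconclusive = only one of those two criteria met; inactive = neither criterion met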
Target sequence (Q15084 whole entry, looked up): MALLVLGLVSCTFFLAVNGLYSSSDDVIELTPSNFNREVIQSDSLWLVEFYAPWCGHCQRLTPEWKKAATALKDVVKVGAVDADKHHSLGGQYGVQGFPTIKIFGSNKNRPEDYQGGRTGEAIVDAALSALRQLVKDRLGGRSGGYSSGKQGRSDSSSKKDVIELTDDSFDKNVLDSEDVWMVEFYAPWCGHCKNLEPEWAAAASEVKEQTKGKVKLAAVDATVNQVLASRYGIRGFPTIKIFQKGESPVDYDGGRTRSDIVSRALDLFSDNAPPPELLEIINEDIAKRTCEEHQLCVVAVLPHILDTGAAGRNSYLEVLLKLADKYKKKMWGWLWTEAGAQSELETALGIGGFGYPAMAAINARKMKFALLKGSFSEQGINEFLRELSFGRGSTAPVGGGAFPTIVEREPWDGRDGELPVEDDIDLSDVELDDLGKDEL
miR122 inh = miR-122 Renilla sensor signal increase in Huh7, primary screen, miR-122 inhibitor project, cell-based, single point, plate reader. Huh7 miR-122 Renilla luciferase sensor, 48 h; neutral wells = 0, positive control = 100. activation (reporter increase), % at 12.5 µM. 340,000 compounds, 0.3% hits;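 active = mean replicate activation score at least 90 and every replicate individually at or above 90; inconclusive = only one of the two criteria met; inactive = neither criterion met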;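 also: higher luciferase means less miR-122 activity so hits act as miR-122 inhibitors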
ARNT-TACC3 inh = disruptors of ARNT/TACC3 protein interaction, primary screen, biochemical, AlphaScreen, single concentration. inhibition, % at 9.99 µM. AlphaScreen His-ARNT PAS-B/GST-TACC3 binding, luminescence; TACC3 fragment carries E629A point mutation. 390,000 compounds, 0.66% hits. AID 623870, 2012;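 active = mean inhibition of replicates at least 50% and at least half of replicates each reaching 50%; inconclusive = half or more replicates reach 50% but mean below 50%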;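 also: 0% = complete ARNT plus TACC3 wells and 100% = ARNT alone without TACC3; many hits fall short of the cut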
SIRT5 inh = SIRT5 desuccinylase inhibitors, primary screen, biochemical, fluorescence imaging, single point, set 5; Purified SirT5, succinyl-peptide AMC, trypsin-coupled fluorescence; inhibition, % at 15 µM; 330,000 compounds, 1.1% hits; in the data active = inhibition above about 15%; inconclusive = no clear call, values can overlap the other calls
Target sequence (Q9NXA8 whole entry, looked up): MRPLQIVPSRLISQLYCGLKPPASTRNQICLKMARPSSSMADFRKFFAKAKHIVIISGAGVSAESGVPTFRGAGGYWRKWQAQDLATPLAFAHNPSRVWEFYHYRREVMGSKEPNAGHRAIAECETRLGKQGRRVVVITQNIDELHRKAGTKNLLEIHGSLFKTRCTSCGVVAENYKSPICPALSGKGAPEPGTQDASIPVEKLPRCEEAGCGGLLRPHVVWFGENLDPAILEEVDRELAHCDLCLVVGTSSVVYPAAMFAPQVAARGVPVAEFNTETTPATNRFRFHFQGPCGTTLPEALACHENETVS
C2C12 statin = suppressors of statin myotoxicity in C2C12 myotubes, primary screen, cell-based, single point, plate reader; C2C12 myotubes + simvastatin, ATP luminescence, 48 h; scaled: DMSO 0, geranylgeraniol control 100; rescue of ATP level, % at 7.49 µM; 330,000 compounds, 0.78% hits;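 active = mean ATP rescue above about 67%, or every replicate alone reaching that limit, limit read from the data, passing the limit was not always enough; inconclusive = no clear call, values can overlap the other calls; inactive = mean under the limit and some replicate under it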;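 also: myotubes were challenged with 10 µM simvastatin during compound exposure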
esBAF inh = Bmi1 luciferase reporter increase in mESCs, primary screen, esBAF inhibitor project, mouse ES cells, Bmi1 luciferase knock-in, single point; reporter increase, % at 12.5 µM; 350,000 compounds, 2% hits; 24 h; 100% = twice the neutral-well signal; AID 602393, 2012; in the data active = activation above about 40%; inconclusive = no clear call, values can overlap the other calls;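 also: 0% = median of the plate's neutral control wells and 100% = double that signal; a rise in the Bmi1 reporter signal indicates esBAF inhibition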
Cneo AK release = Cryptococcus neoformans cell lysis inducers, primary screen, AK release luminescence, single concentration. C. neoformans lysis, adenylate kinase release luminescence, 4 h; normalised: neutral wells 0, clomiphene wells 100. lysis activity, % at 15 µM. 360,000 compounds, 0.2% hits;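 active = mean lysis activity across replicates of at least 80%, whatever share of replicates individually reach that level; inactive = mean lysis activity below 80%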
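Material: C. neoformans cells | Amount: Yeast cell density of 5 × 10^6 cells/mL | Medium: Fresh YPD growth medium | Dosing: Single dose | Times: Static 4 h at 37 °C with compound, 1 h detection | Detection: AK luminescence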
* = called active by the depositor; [ ] = remark or other dose.

What do the screens show for `FC(F)(F)c1cccc(Cc2noc(CN(Cc3ccccn3)CC3CCCO3)n2)c1` (configuration not stated)?
ERp5 block: 3; miR122 inh: -1; ARNT-TACC3 inh: 1; SIRT5 inh: 13; C2C12 statin: 12; esBAF inh: -10; Cneo AK release: -3

How did O=C(CCc1nc2ccccc2c(=O)[nH]1)Nc1nnc(SCc2ccc(F)cc2)s1 do in these assays?
ERp5 block: 5; miR122 inh: -1; ARNT-TACC3 inh: -3; SIRT5 inh: -5; C2C12 statin: -8; esBAF inh: -6

How did CCCS(=O)(=O)NC(=O)C1(C)CCCN(C(=O)c2sccc2C)C1 (configuration not stated) do in these assays?
ERp5 block: -5; miR122 inh: -4; SIRT5 inh: 0; C2C12 statin: 8; esBAF inh: -2; Cneo AK release: 4

What do the screens show for `Cc1cccc(NC(=O)CSCc2nc3c(nnn3Cc3ccc(F)cc3)c(=O)[nH]2)c1C`?
ERp5 block: 3; ARNT-TACC3 inh: -1; SIRT5 inh: -1

What do the screens show for `CCCOc1ccc(N2C(=O)C3ON(c4ccccc4)C(CCC)C3C2=O)cc1` (configuration not stated)?
miR122 inh: -2; ARNT-TACC3 inh: -7; C2C12 statin: 6; esBAF inh: -3; Cneo AK release: 5

What do the screens show for `COc1ccc(S(=O)(=O)N(C)C[C@@H]2Oc3ccc(NS(=O)(=O)c4c(C)noc4C)cc3CC(=O)N([C@@H](C)CO)C[C@@H]2C)cc1`?
ERp5 block: -2; miR122 inh: 3[16.7 µM]; ARNT-TACC3 inh: 1; SIRT5 inh: -3; C2C12 statin: -19; esBAF inh: -3; Cneo AK release: -3

What do the screens show for `CCn1cc(/C=C(\NC(=O)c2cc(OC)c(OC)c(OC)c2)C(=O)NCCN2CCOCC2)c2ccccc21`?
ERp5 block: -1; miR122 inh: -2; ARNT-TACC3 inh: -3; SIRT5 inh: -2; C2C12 statin: 4; esBAF inh: -4

Results for CCOC(=O)CN(C)Cc1cn[nH]c1-c1ccc2cc(OC)ccc2c1 ?
ERp5 block: 6; miR122 inh: -13; ARNT-TACC3 inh: -2; SIRT5 inh: -4; C2C12 statin: 5; esBAF inh: 25; Cneo AK release: -1

Results for COC(=O)CS(=O)(=O)c1ccc(C)cc1 ?
ERp5 block: 0; ARNT-TACC3 inh: -7; SIRT5 inh: 0

Results for C=CCCC(=O)NC1CCCc2c1cnn2-c1ccccc1F (configuration not stated) ?
ERp5 block: 7; miR122 inh: 4; ARNT-TACC3 inh: 1; SIRT5 inh: -3; C2C12 statin: 2; esBAF inh: 0; Cneo AK release: 0

Results for COc1cc(OC)c(S(=O)(=O)NCc2cccnc2)cc1NC(C)=O ?
ERp5 block: -2; ARNT-TACC3 inh: -2; SIRT5 inh: -1; Cneo AK release: -1

What do the screens show for `C=C(C)Cn1c(CCNC(=O)C(C)C)nc2ccccc21`?
miR122 inh: -4; C2C12 statin: -36; esBAF inh: -7; Cneo AK release: -1

What do the screens show for `Cc1ccc(CNC(=O)c2cc(S(=O)(=O)N3CCOCC3)cn2C)cc1`?
ERp5 block: 4; miR122 inh: 4; ARNT-TACC3 inh: -2; SIRT5 inh: -5; C2C12 statin: 3; esBAF inh: -8; Cneo AK release: 3

How did O=c1oc2ccccc2c(Nc2ccccc2O)c1[N+](=O)[O-] do in these assays?
ERp5 block: 1; ARNT-TACC3 inh: -15; SIRT5 inh: 17*

What do the screens show for `CCC(=O)NCCc1nc2cc(NC(=O)c3ccc(OC)cc3)ccc2n1C`?
ERp5 block: 3; miR122 inh: -2; ARNT-TACC3 inh: 3; SIRT5 inh: -8; C2C12 statin: -3; esBAF inh: inconclusive; Cneo AK release: 0

Results for O=C(Nc1ccc(N2CCCC2=O)cc1)c1cncc(Br)c1 ?
ERp5 block: -11; miR122 inh: -8; ARNT-TACC3 inh: 4; SIRT5 inh: -2; Cneo AK release: 1

How did CCCN1C2CCCC1CC(NC(=O)NC13CC4CC(CC(C4)C1)C3)C2 (configuration not stated) do in these assays?
ERp5 block: 1; miR122 inh: -3; ARNT-TACC3 inh: -5; SIRT5 inh: -6; C2C12 statin: 2; esBAF inh: -12; Cneo AK release: -5

Results for COCCC(=O)Nc1ccc2c(c1)CN(C(=O)CSC)CC2 ?
ERp5 block: 6; miR122 inh: 8; ARNT-TACC3 inh: 1; SIRT5 inh: -4; C2C12 statin: 3; esBAF inh: 6; Cneo AK release: -3

How did CC(C)N(Cc1nccn1C)C(=O)c1ccc2oc(Cc3ccccc3)nc2c1 do in these assays?
miR122 inh: 3; ARNT-TACC3 inh: 3; SIRT5 inh: -1; C2C12 statin: 0; esBAF inh: 8; Cneo AK release: -5

How did O=C(CCNC(=O)Cn1ccc2ccccc2c1=O)NCC1CCCC1c1ccccc1 (configuration not stated) do in these assays?
ERp5 block: 3; miR122 inh: 1; ARNT-TACC3 inh: -5; SIRT5 inh: 3

Results for CCNC(=O)C[C@H]1C=C[C@@H](NC(=O)C2CCC2)[C@H](CO)O1 ?
ERp5 block: -2; ARNT-TACC3 inh: -5; SIRT5 inh: 0; C2C12 statin: 2; esBAF inh: 0; Cneo AK release: -2

How did O=C(CSc1ccc(-c2cccs2)nn1)Nc1ccccc1 do in these assays?
ERp5 block: -2; ARNT-TACC3 inh: 2; SIRT5 inh: -1

What do the screens show for `C[C@H]1CN([C@@H](C)CO)S(=O)(=O)c2ccc(-c3ccccc3F)cc2O[C@H]1CN(C)S(C)(=O)=O`?
ERp5 block: 5; miR122 inh: -4[16.7 µM]; ARNT-TACC3 inh: -2; SIRT5 inh: -3; C2C12 statin: 0; esBAF inh: 3; Cneo AK release: -6

What do the screens show for `CCCCC(=O)N(C)c1c(CC)nc2c(OCC=C(C)C)cccn12`?
miR122 inh: 2; C2C12 statin: 0; esBAF inh: 0; Cneo AK release: 0

What do the screens show for `COc1cc(Cl)ccc1NC(=S)N(CCN1CCOCC1)C1CCN(C(C)=O)CC1`?
ERp5 block: 2; miR122 inh: 0; ARNT-TACC3 inh: -3; SIRT5 inh: -1; C2C12 statin: 2; esBAF inh: 0

How did CCCn1c(COc2ccccc2)nc2ccccc21 do in these assays?
ERp5 block: 2; miR122 inh: -2; ARNT-TACC3 inh: -3; C2C12 statin: 8; esBAF inh: -4; Cneo AK release: 12

Results for C[C@@H](NC(=O)C[C@@H]1CC[C@H]2[C@H](COc3ccc(NC(=O)C4CCOCC4)cc3C(=O)N2C)O1)c1ccccc1 ?
ERp5 block: 2; miR122 inh: -27[16.7 µM]; ARNT-TACC3 inh: 1; SIRT5 inh: -3; C2C12 statin: 15; esBAF inh: -2; Cneo AK release: -1

Results for Cc1ccc(S(=O)(=O)NC(C)(C)CN2CCc3ccccc3C2)cc1 ?
ERp5 block: 4; miR122 inh: 13; ARNT-TACC3 inh: 1; C2C12 statin: 1; esBAF inh: 1; Cneo AK release: -1

Results for O=C(OCc1ccccc1Cl)C1CC(=O)N(Cc2ccco2)C1 (configuration not stated) ?
ERp5 block: 7; ARNT-TACC3 inh: -5; SIRT5 inh: -1; C2C12 statin: -6; esBAF inh: -3; Cneo AK release: -5

Results for C[C@H](NC(=O)c1ccccc1Cl)C(=O)OCC(=O)N1CCN(c2ccccc2)CC1 ?
ERp5 block: -1; miR122 inh: -1; ARNT-TACC3 inh: 8; SIRT5 inh: -5; C2C12 statin: -8; esBAF inh: -1; Cneo AK release: 1

How did CC1Cc2ccccc2N1S(=O)(=O)c1cccc(C(=O)c2nccn2C)c1 (configuration not stated) do in these assays?
ERp5 block: -6; miR122 inh: 10; ARNT-TACC3 inh: 2; SIRT5 inh: 1; C2C12 statin: 31; esBAF inh: 4; Cneo AK release: 1

Results for CC1CCCCC1NC(=O)C(=O)NCC1CCCO1 (configuration not stated) ?
miR122 inh: -1; ARNT-TACC3 inh: -8; esBAF inh: 1; Cneo AK release: 1

What do the screens show for `CCCN(C(=O)COC(=O)c1cc(CC)c(C)s1)c1c(N)n(Cc2ccccc2)c(=O)[nH]c1=O`?
ERp5 block: 0; miR122 inh: -3; ARNT-TACC3 inh: -4; SIRT5 inh: -1; C2C12 statin: -22; esBAF inh: 2; Cneo AK release: 3

What do the screens show for `Cc1occc1-c1nnc(SCC(=O)N2CCCCC2C)o1` (configuration not stated)?
ERp5 block: -11; miR122 inh: 0; ARNT-TACC3 inh: 8; SIRT5 inh: -4; C2C12 statin: 4; esBAF inh: 10; Cneo AK release: 1

How did O=C(COC(=O)c1ccc(O)cc1O)Nc1nnc(-c2ccccc2)o1 do in these assays?
ERp5 block: 3; miR122 inh: -3; ARNT-TACC3 inh: 60*; SIRT5 inh: 1; C2C12 statin: -5; esBAF inh: -6; Cneo AK release: 8

Results for C/C=C/C(=O)OCC(=O)Nc1ccc(C)c(S(=O)(=O)N(C)C)c1 ?
ERp5 block: 3; ARNT-TACC3 inh: -2; SIRT5 inh: -1

How did COc1ccc(CN=C(Nc2ccccc2)SC2CC(=O)N(C)C2=O)cc1 (configuration not stated) do in these assays?
ERp5 block: 1; miR122 inh: -3; ARNT-TACC3 inh: -5; SIRT5 inh: -1; C2C12 statin: 10; esBAF inh: -7; Cneo AK release: 1

Results for Cc1ccc(S(=O)(=O)N(C)C[C@H]2Oc3ccc(NC(=O)NC(C)C)cc3C(=O)N([C@H](C)CO)C[C@H]2C)cc1 ?
ERp5 block: -7; miR122 inh: 25[16.7 µM]; ARNT-TACC3 inh: 0; SIRT5 inh: 0; C2C12 statin: -33; esBAF inh: -5; Cneo AK release: 11

Results for COc1ccc(NC(=O)CCC(=O)N(Cc2ccc(OC)c(OC)c2)c2nccs2)cc1 ?
miR122 inh: -3; ARNT-TACC3 inh: -3; Cneo AK release: -2

How did O=C(CSc1nnc(-c2ccccc2F)n1C1CCCCC1)N1CCCC1 do in these assays?
miR122 inh: -5; ARNT-TACC3 inh: -1; C2C12 statin: 5; esBAF inh: -5; Cneo AK release: 2

How did C=CCOC(=O)C1=C(C)NC(=O)NC1c1cn(-c2ccccc2)nc1-c1cccs1 (configuration not stated) do in these assays?
miR122 inh: -5; ARNT-TACC3 inh: 1; C2C12 statin: 27; esBAF inh: 8; Cneo AK release: 1

How did CC1=C(C(=O)OC(C)C)C(c2cccnc2)C2=C(CC(C)(C)CC2=O)N1 (configuration not stated) do in these assays?
miR122 inh: -1; ARNT-TACC3 inh: -11; C2C12 statin: 7; esBAF inh: -4; Cneo AK release: 0

How did CCCS(=O)(=O)c1nc(S(=O)(=O)c2ccc(C)cc2)c(N2CC(C)OC(C)C2)s1 (configuration not stated) do in these assays?
ERp5 block: 3; miR122 inh: -3; ARNT-TACC3 inh: 5; SIRT5 inh: -2; C2C12 statin: 15; esBAF inh: -6; Cneo AK release: 1

Results for CC(C)Nc1nc(-c2ccccc2)nnc1-c1ccccc1 ?
ERp5 block: 1; ARNT-TACC3 inh: -10; SIRT5 inh: 0

Sorted by number of heavy atoms (highest first): some entries from above.
Results for COc1ccc(NC(=O)CCC(=O)N(Cc2ccc(OC)c(OC)c2)c2nccs2)cc1 ?
miR122 inh: -3; ARNT-TACC3 inh: -3; Cneo AK release: -2

How did CCCN1C2CCCC1CC(NC(=O)NC13CC4CC(CC(C4)C1)C3)C2 (configuration not stated) do in these assays?
ERp5 block: 1; miR122 inh: -3; ARNT-TACC3 inh: -5; SIRT5 inh: -6; C2C12 statin: 2; esBAF inh: -12; Cneo AK release: -5

Results for C/C=C/C(=O)OCC(=O)Nc1ccc(C)c(S(=O)(=O)N(C)C)c1 ?
ERp5 block: 3; ARNT-TACC3 inh: -2; SIRT5 inh: -1

Bioassay records (PubChem)

Outcome played no part in choosing rows; 4% or so of the library scored in one or more.
